# Screening results (PubChem BioAssay)
# SRC3 inh = inhibits human SRC3 coactivator. Q9Y6Q9. HEK293 GAL4-SRC3 luciferase reporter, luminescence. inhibition, % at 3.6 µM. 0.17% of 360,000 active;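 active = inhibition above a per-campaign cutoff, the mean of all compounds plus 3 SD, cut at about 60% in these data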;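 note: 0% = DMSO-treated cells and 100% = gossypol-treated cells at 36 µM; higher means less SRC3-driven luciferase light from the GAL4 reporter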
# NOD2 RIPK2 PPI = inhibitors of human NOD2-RIPK2 interaction | CHO BLA complementation NOD2-RIPK2, CCF4 ratio | inhibition, % at 4.98 µM | 0.38% of 360,000 active | AID 624267; in the data active = inhibition above about 21%;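 note: 0% = vehicle only and 100% = reference blocker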
# NCOA1 inh = inhibitors of human steroid receptor coactivator 1 (SRC1) | 0.12% of 360,000 active | HEK293 GAL4-SRC1 luciferase reporter, luminescence | AID 588354 | Q15788 | inhibition, % at 3.6 µM;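 active = inhibition above the campaign mean plus 3 SD, with each screening campaign given its own cutoff, cut at about 60% in these data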;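 note: 0% = DMSO treated cells and 100% = gossypol at 36 µM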
# NR2F2 inh = inhibitors of human COUP-TFII (NR2F2) | P24468 | HEK293T NGFI-A luciferase reporter, luminescence | inhibition, % at 8.6 µM | 0.7% of 370,000 active | AID 686940;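 active = inhibition above a per-plate cutoff, mean inhibition of test wells between control levels plus 3 SD, cut at about 38% in these data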;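 note: cells cotransfected with COUP-TFII expression vector driving the NGFI-A reporter; 0% = median of COUP-TF2 test wells and 100% = reporter-only cells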
# LMP1 NFkB inh = inhibitors of Epstein-Barr LMP1-induced NF-kappaB reporter; LMP1-induced NF-kappaB luciferase reporter cells, luminescence; inhibition, % at 12.5 µM; 0.69% of 350,000 active; AID 504558; in the data active = inhibition above about 41%; inconclusive = no clear call, values can overlap the other calls;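 note: 0% = neutral control wells and 100% = reference inhibitor control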
# TROY NFkB inh = inhibitors of TROY-dependent NF-kB signaling. Q293 LMP1-TROYcd NF-kB luciferase reporter, 4 h. inhibition, % at 10 µM. 0.98% of 360,000 active;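 active = compounds whose plate-normalised and pattern-corrected inhibition of the luciferase reporter signal at the single screening dose is 50% or more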
# NCOA2 inhibitor = inhibits human steroid receptor coactivator 2; AID 651957; inhibition, % at 9 µM; HEK293 GAL4-SRC2 luciferase reporter, luminescence; Q15596; 0.17% of 370,000 active;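 active = inhibition above the mean inhibition of all tested compounds plus 3 SD, set per campaign, cut at about 52% in these data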;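 note: 0% = DMSO treated cells and 100% = cells given Gossypol at 36 µM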
# C8 TRAIL sens = sensitizes caspase-8 expressing cells to TRAIL; 1% of 360,000 active; NB7+C8 cells + TRAIL, ATPlite viability luminescence; inhibition (viability loss, TRAIL sensitization), % at 10 µM;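 active = compounds causing at least 50% loss of cell viability in the single-dose screen, relative to plate controls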
# Vif inh = blocks HIV Vif function. AID 602346. inhibition, % at 7.49 µM. 0.35% of 340,000 active. HEK293T cells, Vif self-association by quenched fluorescence, imaging, 24 h; in the data active = inhibition above about 50%, passing the limit was not always enough; inconclusive = no clear call, values can overlap the other calls; inactive = below about 31%; note: some results filed as inactive read as strong as hits
# TLR9-MyD88 inh = TLR9-MyD88 interaction inhibition; Q9NR96+Q99836; CHO BLA complementation TLR9-MyD88, CCF4 FRET ratio; inhibition, % at 4.98 µM; 0.21% of 340,000 active;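 active = inhibition above the mean over all tested compounds plus 3 SD, cut at about 21% in these data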;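 note: 0% = DMSO only wells and 100% = clavulanate BLA inhibitor control wells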
# NR5A2 inv ag = NR5A2 inverse agonism in reporter assay; O00482; HEK293T StAR-luciferase reporter, LRH-1 transfected, 24 h; inhibition, % at 3.6 µM; 0.13% of 360,000 active; AID 602396;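 active = inhibition above the mean inhibition of all tested compounds plus 3 SD, cut at about 73% in these data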;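 note: 0% = DMSO wells and 100% = reporter-only cells lacking LRH-1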
# Starred values were filed as active, the others as inactive; ? = inconclusive; . = not tested or not shown.
SMILES,SRC3 inh,NOD2 RIPK2 PPI,NCOA1 inh,NR2F2 inh,LMP1 NFkB inh,TROY NFkB inh,NCOA2 inhibitor,C8 TRAIL sens,Vif inh,TLR9-MyD88 inh,NR5A2 inv ag
CC(C)(C)Cc1nnc(NS(=O)(=O)c2ccc(F)cc2)s1,22,-3,-6,-2,4,-14,-14,-13,2,4,12
Cc1cc2c(cc1S(=O)(=O)N1CCOCC1)NC(=O)CO2,-5,2,-15,19,-5,-3,16,-13,?,2,12
CCc1c(C(=O)Nc2ccncc2)csc1C,8,3,15,22,5,14,4,6,-14,-3,10
COc1ccccc1C(=O)NCCC(=O)N1CCN(S(=O)(=O)c2ccc(Cl)cc2)CC1,8,-6,-1,9,-3,-7,-3,0,6,6,-18
Cc1cc(C(=O)Nc2sc(C)c(-c3ccc(F)cc3)c2C(N)=O)no1,-84,-2,-109,-30,-28,37,-61,28,-7,5,-92
CCCCC1Cc2[nH]c(=S)[nH]c(=O)c2C(c2cccc3ccccc23)O1 (centres undefined),.,4,.,-3,.,-8,-31,12,.,.,-46
CCOc1cccc(C(=O)NCc2ccccc2)c1,16,-2,-2,1,-4,1,-8,0,1,-14,19
CN1C(=O)S/C(=C/c2ccccc2OCc2ccc(C(=O)O)cc2)C1=O,14,-1,-22,5,-6,2,-27,1,21,-4,14
COc1ccc(S(=O)(=O)c2c(O)c3ccc(C(=O)Nc4ccc(F)cc4F)cc3[nH]c2=O)cc1,2,6,10,4,28,20,-6,-24,-2,-4,3
O=C(c1cc(-c2cccc(Cl)c2)nc2ccccc12)N1CCCC1,-10,-2,-5,4,-1,-1,12,15,.,-2,2
COc1cc(NC(=O)COC(=O)/C=C/c2c(C)nn(C3CCS(=O)(=O)C3)c2Cl)cc(OC)c1OC (centres undefined),19,-3,12,10,-6,-10,-17,-4,3,0,7
Cc1ccc(NCCC(=O)c2cccs2)cc1,-96,-10,-64,-55,-46,-17,-73,-2,-3,-4,-137
COc1cc(/C=C/C(=O)OCC(=O)c2ccccc2)cc(OC)c1OC,8,-2,-1,-5,3,19,5,12,-1,-4,26
COC(=O)CCCn1c(C)cc(C(=O)CCl)c1C,11,-8,-13,-33,-4,9,32,12,9,-7,6
O=C(NNC(=O)c1ccc(SCC2CCCO2)c([N+](=O)[O-])c1)c1ccc(F)cc1 (centres undefined),17,-16,-19,9,-10,-10,-26,11,3,-2,5
CCOc1cccc(OCCOCCN2CCCC2)c1,12,-3,15,4,2,15,7,-6,.,-10,-12
N#Cc1ccccc1CSc1nnc(Cc2ccccc2)o1,-6,-4,-69,-16,-13,-53,-20,-9,.,2,-15
COc1ccc(-c2nc3c4ccccc4ccn3c2Cc2cccc(Cl)c2)cc1OC,-33,13,-13,-4,.,-13,-5,-7,.,.,26
Cc1noc(C)c1COc1ccccc1C(=O)N1CCN(S(=O)(=O)c2cccc(Cl)c2)CC1,11,5,5,10,7,-1,-26,14,.,-4,-1
COC(=O)c1cccc(Oc2cccc(Cl)n2)c1,6,2,-2,-24,-7,-9,12,0,2,-9,19
O=C(c1cnc2ccccn2c1=O)N1CCc2ccccc21,2,-3,-41,2,-9,-6,-17,-3,-9,6,6
CCOC(=O)C1(CCc2ccccc2)CCN(Cc2c(O)cccc2OC)CC1,11,-5,3,24,8,-13,-2,31,-11,-7,16
O=C1C(Nc2ccccc2)=C(N2CCCCC2)C(=O)c2ccccc21,68*,-15,29,6,5,-37,1,36,25,-6,93*
COc1cnc(-c2ccccn2)[nH]c1=O,2,-5,9,16,-10,-2,22,-2,-14,-1,12
COc1ccccc1CNC(=O)C1CCCN(S(=O)(=O)c2cccc3nonc23)C1 (centres undefined),3,-1,12,-4,-6,-31,3,-1,-4,-5,6

# Carrying on:
SMILES,SRC3 inh,NOD2 RIPK2 PPI,NCOA1 inh,NR2F2 inh,LMP1 NFkB inh,TROY NFkB inh,NCOA2 inhibitor,C8 TRAIL sens,Vif inh,TLR9-MyD88 inh,NR5A2 inv ag
Cc1cn(CC(C)C)c(=O)n(-c2ccccc2)c1=O,3,4,-7,8,-1,-9,-15,-2,3,-4,15
C#CCOCCOCCOCCNc1nc(N2CCN(C(=O)[C@H]([C@@H](C)CC)n3cc(CCCCN)nn3)CC2)nc(N2CCN(C(=O)[C@H](C)n3cc(CCCN=C(N)N)nn3)CC2)n1,-6,-2,-13,-4,1,1,-11,3,-5,0,-29
CC1CN(c2nc(N(C)c3ccccc3)nc(N)c2[N+](=O)[O-])CC(C)O1 (centres undefined),2,-3,-1,-6,5,2,4,-25,-9,-5,11
CC(C)CSc1nc2c(c(=O)[nH]c(=O)n2C)n1CC(O)COc1cccc2ccccc12 (centres undefined),-2,3,0,-16,2,-9,16,-14,-3,-3,14
Cc1cc(C(=O)NNS(=O)(=O)c2ccc(C(C)(C)C)cc2)nn1C(C)(C)C,10,-5,5,7,2,7,10,4,0,-1,17
Cc1ccccc1OCC(=O)NCC(C)(C)N1CCOCC1,18,-4,-6,-5,-2,-1,-8,2,-1,4,11
CS(=O)(=O)N1N=C(c2ccco2)CC1c1ccc(Br)cc1 (centres undefined),-28,-5,-4,-23,0,-6,-19,1,3,5,-26
Cc1cccc2cc(C#N)c(SCC(=O)N3CCC(C)CC3)nc12,15,-22,1,-7,13,14,4,-9,6,1,0
C=CCN(c1ccc(C(=O)Nc2ccc(NC(C)=O)cc2)cc1)S(C)(=O)=O,12,10,-22,8,-1,20,-27,12,1,0,0
O=C1C=C(Nc2ccccc2C(=O)O)c2ccccc2C1=O,-14,0,-20,-4,-4,-24,14,4,-4,2,12
CCOc1ccc(NS(=O)(=O)c2cc(C(=O)NCCN3CCOCC3)ccc2C)cc1,-27,-5,7,-3,-1,8,2,-20,11,-11,10
O=Cc1c(NCc2ccccc2)c2ccccc2[nH]c1=O,-15,-2,-13,7,-7,0,12,-8,-5,-4,10
COc1ccc(N2CC(C(=O)NCCC3=CCCCC3)CC2=O)cc1 (centres undefined),2,5,-9,-5,-3,-9,1,-1,4,9,5
COc1ccc(OCC(=O)N/N=C2\CCCc3ccccc32)cc1,9,-8,-2,-24,-2,9,-22,-4,0,-1,9
CCOC(=O)c1cnc2c(C)c(C)ccc2c1NCCN1CCOCC1,-8,2,-5,2,-8,-46,-16,1,1,-4,-16
NC(=O)c1ccc(NC(=O)COC(=O)c2ccc(Br)c(S(=O)(=O)N3CCOCC3)c2)cc1,-7,-4,4,-4,-3,3,-20,-3,17,-1,-5
COc1ccc(C2=C(O)C(C)N(c3ccccc3)C2=N)cc1OC (centres undefined),-4,0,-3,11,1,5,2,-16,2,-9,18
CCOc1cc(C2NC(=O)NC(O)(C(F)(F)F)C2C(=O)c2ccc(OC)cc2)ccc1O (centres undefined),-10,-8,1,4,5,-27,-7,-6,27,1,7
O=C(NCCN1CCC(n2c(=O)[nH]c3ccccc32)CC1)N1c2ccccc2Sc2ccccc21,.,15,.,11,.,15,18,23,.,.,6
CC(=O)Nc1nc(C)c(C(C)(C)C)s1,16,-8,-7,12,3,-9,-21,0,-4,-5,8
C[C@H](NC(=O)c1nc[nH]c1C(=O)N1CCNCC1)C(=O)OC(C)(C)C,21,-17,-21,4,-2,-11,-8,-2,4,3,-9
CCCNC(=O)C1(C)CCN1C(=O)C1(c2ccccc2)CC1 (centres undefined),-4,-1,5,1,.,-4,4,-5,5,.,-15
C=CCn1c(SCC(=O)Nc2ccc3c(c2)OCO3)nnc1-c1ccccc1OC,30,7,-10,1,6,8,-10,-4,-9,-2,23
Cc1c(Cl)cccc1NC(=O)c1cc(S(=O)(=O)N2CCOCC2)cn1C,-5,2,4,7,-1,3,9,-34,.,-2,2
c1ccc(-c2nc(-c3ccccn3)nc(-c3ccccn3)n2)nc1,-1,-1,-4,1,-3,4,-5,30,-1,6,31

# (next part)
SMILES,SRC3 inh,NOD2 RIPK2 PPI,NCOA1 inh,NR2F2 inh,LMP1 NFkB inh,TROY NFkB inh,NCOA2 inhibitor,C8 TRAIL sens,Vif inh,TLR9-MyD88 inh,NR5A2 inv ag
COCCN(C(=O)c1cc2c(s1)CCC2)c1c(N)n(CC(C)C)c(=O)[nH]c1=O,-22,1,-10,-11,-1,-12,27,-10,1,2,-7
CCN(CC)S(=O)(=O)c1ccc2c(c1)N(CC(=O)NCC1CCCO1)C(=O)CO2 (centres undefined),-9,-8,-2,-3,1,-14,-10,-16,-5,-3,-25
O=C1/C(=C\c2ccco2)SC(=S)N1c1ccccc1,-18,2,-40,-18,-7,-24,-16,-12,0,10,3
COc1cccc(C(=O)NCC(=O)N2CCC3(CC2)NCCc2[nH]cnc23)c1OC,2,4,-6,-5,8,11,-5,-5,1,-9,-2
CC(=O)NC(=S)Nc1ccc(NC(=O)COc2ccc(Cl)cc2)cc1,-4,2,3,4,-33,0,-9,-5,19,-1,-7
O=C(OCC(=O)N1CCN(C(=O)COC(=O)c2ccc(O)cc2O)CC1)c1ccc(O)cc1O,14,4,-54,-12,-7,-17,4,9,-6,-2,51
CC(=O)c1cnc(SCC(=O)O)nc1C,-11,-6,-22,-1,4,-22,-16,2,-3,5,-9
CCc1nc2ccc(C(=O)Nc3ccc(OC)c(OC)c3)cn2c1N(C)Cc1cccs1,-2,6,5,11,.,0,-5,-5,-5,.,8
CN1CCc2c(sc(NC(=O)c3ccc([N+](=O)[O-])o3)c2C(N)=O)C1,-16,9,-25,-11,-3,65*,-3,60*,16,-4,32
Cc1ccc(S(=O)(=O)NCCn2nc(C)cc2C)cc1,7,0,-15,-2,6,0,-17,-11,23,-1,-19
Cc1cc(/C(N)=N/OC(=O)Nc2ccc(Cl)cc2)no1,-37,-2,-11,-29,-21,-44,-2,6,.,.,-17
CCCCc1c(O)nc(SCC(=O)N2CCOCC2)n(-c2ccc(OC)cc2)c1=O,-26,-1,-3,-7,1,16,-2,-10,21,-6,3
CCCCn1c(N)c(N(CC(C)C)C(=O)C2CCN(S(=O)(=O)c3ccc(C)cc3)CC2)c(=O)[nH]c1=O,-13,-7,1,-1,2,-18,-6,-5,-11,3,-6
CCN(CC)S(=O)(=O)c1ccc(N)cc1,13,4,9,9,-5,-1,10,4,-5,15,-9
Nc1c2c(nc3ccn(Cc4ccccc4)c(=O)c13)CCC2,-2,-5,-31,-12,-8,-67,-15,24,4,-6,-25
Cc1cc(C)cc(C(=O)OCC(=O)NC2CCCC2)c1,-8,-1,-7,5,-3,-11,4,3,1,8,-11
Cc1ccc(S(=O)(=O)N2CCN(C(=O)COC(=O)/C=C/c3ccccc3)CC2)c(C)c1,2,-3,-2,15,-8,-6,0,0,-4,6,4
CSc1nc(C)cc(C)c1C(N)=O,6,-2,-37,-11,-1,-9,-13,-10,33,-4,3
COC(=O)C1CCN(C(=O)CN2C(=O)NC(CC(C)C)C2=O)CC1 (centres undefined),8,-2,-10,-5,-2,15,6,3,13,6,11

# Some of the compounds tested. The share of hits here may be higher or lower than overall.
